RPL19A TOR yeast: RPL19A-GFP expression modulators in yeast, primary screen, cell-based, S. cerevisiae, multiplex flow cytometry, MLPCN. 0.3% of 330,000 active. percent response vs DMSO, % at 10 µM. AID 2025, 2009. S. cerevisiae RPL19A-GFP strain, 3 h; hits give low values;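 active means percent response vs DMSO below 50%; inconclusive means fewer than 70 events counted for the yeast strain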;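 further: median channel GFP fluorescence of the barcoded RPL19A-GFP strain; ratio of sample median GFP to plate DMSO average so 100% = DMSO; lower means less RPL19A-GFP as with rapamycin TOR inhibition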
procasp7 counter: procaspase-7 activators, primary screen, counter-screen for procaspase-3 activator project, biochemical, absorbance, HTS, human; AID 463210, 2010; activation, % at 8.5 µM; Caspase-7 (Homo sapiens), P55210; recombinant procaspase-7, Ac-DEVD-pNA absorbance 405 nm; D23A/D198A/D206A triple mutant, cannot self-cleave; scale: DMSO 0, 5 µM enzyme 100; 0.093% of 330,000 active;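 active means percent activation above the screen-wide mean plus 3 SD, cut at about 25% in these data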
Target sequence (P55210 whole entry D23A/D198A/D206A): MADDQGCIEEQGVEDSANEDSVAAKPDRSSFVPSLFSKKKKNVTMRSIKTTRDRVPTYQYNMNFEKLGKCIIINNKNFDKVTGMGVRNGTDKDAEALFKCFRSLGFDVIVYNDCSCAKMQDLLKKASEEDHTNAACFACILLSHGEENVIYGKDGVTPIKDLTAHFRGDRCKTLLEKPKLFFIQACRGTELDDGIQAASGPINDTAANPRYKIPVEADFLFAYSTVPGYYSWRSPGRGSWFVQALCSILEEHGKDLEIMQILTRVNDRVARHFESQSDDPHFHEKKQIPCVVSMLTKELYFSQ
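Assay system: Uncleavable procaspase-7 mutant enzyme / Input: 2 µM procaspase-7 mutant as dispensed / Dosing: single nominal 8.5 µM compound dose, 0.8% DMSO final / Timing: 1 h enzyme–compound preincubation and 2 h substrate reaction, both 25 °C / Detection: p-Nitroaniline absorbance at 405 nm, read at 0 and 120 min / Replication: singlicate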
AGP1-GFP MLPCN: modulators of AGP1-GFP expression in yeast TOR pathway, primary screen, cell-based, multiplex flow cytometry, S. cerevisiae, MLPCN library | 3 h; GFP as percent of DMSO wells | 0.02% of 320,000 active | AID 2066, 2009 | GFP response vs DMSO, % at 10 µM;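 active means GFP response relative to DMSO above a set limit, near screen average plus 3 SD, cut at about 150% in these data; inconclusive means fewer than 70 cells counted for the yeast strain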;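 further: median GFP channel fluorescence of the gated AGP1 strain per well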
proCasp3 act: activators of human procaspase-3 D3A mutant, primary screen, biochemical, absorbance, PC-3 D3A mutant, single concentration; Caspase-3 (Homo sapiens), P42574; recombinant procaspase-3 D3A, Ac-DEVD-pNA absorbance 405 nm; activation, % at 8.5 µM; 0.11% of 330,000 active; AID 463141, 2010;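 active means activation above the mean of all tested compounds plus 3 SD, cut at about 21% in these data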;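 further: 0% = DMSO alone and 100% = DMSO wells spiked with extra 5 µM PC-3 D3A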
Target sequence (P42574 whole entry D9A/D28A/D175A): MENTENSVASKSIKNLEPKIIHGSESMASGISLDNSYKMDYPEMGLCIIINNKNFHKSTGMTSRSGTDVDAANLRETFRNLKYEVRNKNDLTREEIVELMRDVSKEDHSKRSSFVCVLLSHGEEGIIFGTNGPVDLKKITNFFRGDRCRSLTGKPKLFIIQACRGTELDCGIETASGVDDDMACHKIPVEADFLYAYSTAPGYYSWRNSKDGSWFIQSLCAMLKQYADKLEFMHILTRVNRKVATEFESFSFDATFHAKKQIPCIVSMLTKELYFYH
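Test system: Procaspase-3 D3A mutant; medium: Zinc-free HEPES/NaCl buffer with 0.01% Triton X-100 at pH 7.4; reagent: DEVD-pNA substrate; doses: one concentration, 8.5 µM nominal, 0.8% DMSO; times: 1 h preincubation plus 2 h reaction at 25 °C; signal: Epi-absorbance at 405 nm of released p-nitroaniline, 0 and 120 min; replicates: singlicate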
LAP4-GFP MLPCN: modulators of LAP4-GFP expression in yeast, primary screen, S. cerevisiae, multiplex flow cytometry, MLPCN library | GFP response vs DMSO, % at 10 µM | 3 h; median GFP as percent of DMSO wells | 0.34% of 320,000 active;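 active means GFP response vs DMSO above a set limit, about the screen mean plus 3 SD, cut at about 150% in these data; inconclusive means under 70 cell events counted for the yeast strain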
CIT2 TOR yeast: modulators of CIT2-GFP expression in yeast, primary screen, S. cerevisiae, GFP fusion, multiplex flow cytometry, MLPCN library; S. cerevisiae CIT2-GFP strain, 3 h; 100 means same as DMSO wells; GFP response vs DMSO, % at 10 µM; 0.065% of 320,000 active; AID 2029, 2009;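 active means GFP response relative to DMSO above a set limit, near the screen mean plus 3 SD, cut at about 150% in these data; inconclusive means Fewer than 70 cells measured for a yeast strain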;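 further: ratio of well median GFP fluorescence to mean of DMSO wells on the plate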
MEP2-GFP yeast: modulators of MEP2-GFP levels in yeast, primary screen, S. cerevisiae, multiplex flow cytometry, MLPCN library; S. cerevisiae MEP2-GFP strain, 3 h; 100% = DMSO control level; GFP response vs DMSO, % at 10 µM; 0.51% of 330,000 active;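 active means GFP response versus DMSO above a set limit, roughly screen mean plus 3 SD, cut at about 180% in these data; inconclusive means fewer than 70 cells counted for a yeast strain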;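 further: median GFP fluorescence of the barcode-gated MEP2-GFP cells per well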
AHR activator: AHR activators, primary screen, cell-based, luminescence, luciferase reporter, human | Aryl hydrocarbon receptor (Homo sapiens), P35869 | AHR-responsive luciferase reporter cells | activation, % at 5 µM | 2.5% of 320,000 active | AID 2796, 2010; in the data active means activation above about 47%;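 further: 0% = vehicle wells and 100% = reference agonist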
* marks the source's active call; other numbers are inactive results; ? = inconclusive; [ ] = another dose, or the depositor's remark.

SMILES	RPL19A TOR yeast	procasp7 counter	AGP1-GFP MLPCN	proCasp3 act	LAP4-GFP MLPCN	CIT2 TOR yeast	MEP2-GFP yeast	AHR activator
Cc1cc2cc(CN(Cc3nnnn3C3CCCCC3)CC3CCCO3)c(=O)[nH]c2cc1C (configuration not stated)	98.8	-1.7	105.3	6.0	102.5	94.3	93.6	2.5
CC(=O)Nc1sc2c(c1C(N)=O)CCCC2	98.5	-0.2	102.1	-7.1	97.0	97.4	104.1	-1.6
Cc1cccc2cc(CN(CC3CCCO3)C(=S)Nc3ccccc3)c(=O)[nH]c12 (configuration not stated)	100.8	0.2	99.4	0.3	100.5	103.4	85.1	13.6
CC1(C)CC2(C)Nc3ccccc3N2C(=S)N1 (configuration not stated)	103.7	3.5	101.3	6.6	103.8	104.3	99.2	1.4
O=C(COC(=O)[C@@H]1CC(O)CN1S(=O)(=O)c1ccccc1[N+](=O)[O-])c1ccccc1 (some centres not stated)	99.3	0.8	112.2	3.1	117.2	103.6	105.4	0.3
CCOC(=O)c1c(-c2ccc(C)o2)csc1NC(=O)COC(=O)c1cccs1	102.3	1.6	100.8	-0.1	101.2	102.2	104.5	2.2
c1coc(CNc2nc(-c3ccncc3)cs2)c1	98.5	3.0	106.8	-0.1	105.3	99.8	108.3	-2.3
O=C(NCc1ccc2c(c1)OCO2)c1ccc(NC(=O)C2CCCO2)cc1 (configuration not stated)	93.9	1.5	92.9	2.6	98.5	98.7	104.0	0.2
Cc1ccc(-c2nnc(N3CCCCC3)c3ccccc23)cc1S(=O)(=O)N(C)C	95.5	-2.8	100.8	-4.3	99.2	96.0	93.8	4.3
Cc1cc(Sc2nnc(N)s2)c2ccccc2n1	98.6	6.3	102.9	-9.0	100.4	91.9	98.1	-4.2
Cc1cc(NNC(=O)Nc2cccc(Cl)c2)nc2c1c(C)nn2C	96.7	-8.0	96.5	0.3	100.6	98.3	98.1	-7.9
Cc1nnc(SCC(=O)Nc2cccc(Br)c2)s1	96.8	3.5	97.2	8.7	102.8	99.2	96.8	1.1
NC(=O)c1ccc(NC(=O)COC(=O)C2CC3C=CC2C3)cc1 (configuration not stated)	98.5	14.3	99.7	-3.5	89.6	94.9	94.5	-1.0
CC(C)c1ccc(NC2CCCN(C(=O)CCN3CCOCC3)C2)cc1 (configuration not stated)	100.3	-3.5	107.2	3.6	105.7	105.3	108.1	0.4
CC(Cc1ccccn1)NC(=O)c1ccc(OC2CCN(Cc3ccccn3)CC2)cc1 (configuration not stated)	100.6	3.5	97.0	4.5	98.7	88.1	98.7	1.6
Cc1noc(C)c1CCC(=O)NC1CCCN(Cc2ccc(Cl)cc2)C1 (configuration not stated)	104.3	10.3	103.9	3.4	97.7	104.3	102.4	-1.9
O=C(CSc1nc2ccc(NC(=O)c3ccccc3C(=O)O)cc2s1)Nc1ccc(F)c([N+](=O)[O-])c1	104.9	-9.4	96.9	-5.7	99.8	108.1	111.8	8.0
COc1cc(CNC(C)(C)CO)ccc1OCC(=O)NC(C)(C)C	100.9	-2.7	99.1	7.7	100.9	101.0	102.6	-1.1
Cc1cc(N/C=C/C(=O)c2cccc3ccccc23)no1	95.6	-0.3	94.0	-1.8	112.3	92.4	96.7	37.1
C[C@@H]1CC[C@@]2(O[C@@H](CCO)C[C@H](O)[C@H]2O)O1	106.0	-1.8	99.5	9.6	114.1	106.1	96.1	-4.3

Individual results from above.
AHR activator result of Cc1cc(N/C=C/C(=O)c2cccc3ccccc23)no1 reads 37.1
AHR activator result of CCOC(=O)c1c(-c2ccc(C)o2)csc1NC(=O)COC(=O)c1cccs1 reads 2.2

The results go on.
SMILES	RPL19A TOR yeast	procasp7 counter	AGP1-GFP MLPCN	proCasp3 act	LAP4-GFP MLPCN	CIT2 TOR yeast	MEP2-GFP yeast	AHR activator
CC1CC(C)CN(CCOCCSc2ccccc2)C1 (configuration not stated)	100.2	-5.9	95.0	4.8	83.4	102.1	89.0	2.5
S=C1NC2=C(CCC/C2=C\c2ccc(Cl)cc2)C(c2ccc(Cl)cc2)N1 (configuration not stated)	96.2	-21.5	125.6	-2.1	123.5	105.5	101.3	2.2
O=C(CC1SC(=Nc2ccc(O)cc2)NC1=O)Nc1ccccc1 (configuration not stated)	97.9	5.0	105.5	3.0	102.2	105.0	102.2	1.9
Cc1ccc(OCC(=O)Nc2ccc(CN3CCCCC3)cc2)c(C)c1	98.2	5.8	101.1	-1.9	97.1	91.3	93.8	0.3
COc1ccccc1CNC(=O)N1CCN(S(=O)(=O)c2ccc(C)cc2)CC1	100.6	-3.5	92.4	-4.1	90.2	93.1	99.7	3.6
CCOc1ccccc1N1CCN(C(=S)NCc2ccco2)CC1	101.3	-5.4	100.5	1.7	104.4	103.2	106.1	8.1
O=C(NCCCN1CCOCC1)c1cn(-c2ccccc2)nc1-c1ccc(Br)cc1	94.6	3.0	92.8	-4.5	90.8	90.8	89.5	-0.8
O=C(NNC1=NS(=O)(=O)c2ccccc21)c1ccc(Cl)cc1	93.4	-0.1	100.3	-6.0	112.8	97.2	92.6	24.9
Cc1cc(C(F)F)n2ncc(C(=O)N3CCCCC3)c2n1	100.3	7.2	102.5	4.8	107.2	104.5	101.8	6.5
CCOC(=O)c1sc2nc(C)[nH]c(=O)c2c1C	100.1	-1.6	103.5	4.9	108.0	105.6	119.2	-0.4
CCOC(=O)C1=C(CC)Nc2ccccc2N/C1=N\S(=O)(=O)c1cccc(C(C)=O)c1	94.0	1.9	91.2	3.3	92.4	92.9	87.7	1.3
CN(C)c1ccc(P(=O)(OCc2ccccc2)C(O)c2cccnc2)cc1 (configuration not stated)	97.2	-0.8	102.6	-2.7	104.1	96.3	110.8	0.0
O=C(OC1CCN(c2ncc(C(F)(F)F)cc2Cl)CC1)c1ccccc1	102.7	13.2	97.0	-1.5	86.7	117.5	104.9	-0.4
O=C(CNC(=O)c1ccc(Cl)cc1Cl)OCc1nnc(-c2ccccc2Br)o1	102.0	2.0	96.7	2.9	84.5	107.0	112.6	4.1
CCNC(=O)CSc1nnc(CN2CCCCCC2=O)n1-c1ccccn1	93.5	11.4	95.3	8.0	93.8	93.5	96.7	0.1
CC(=C1C(=O)c2ccccc2C1=O)N1CCN(c2ccccn2)CC1	93.3	-4.6	103.9	6.3	93.0	96.6	99.1	6.8
O=C(O)CCC(=O)NCc1c(Cl)cccc1Sc1ccc(Cl)cc1	99.3	4.0	104.4	0.7	110.3	95.9	95.1	-0.3
CCn1c(SCC(=O)NC2CCCC2)nnc1C(C)C	101.3	-4.0	98.7	4.1	102.9	106.9	106.6	1.2
O=[N+]([O-])c1ccccc1S(=O)(=O)NC1CCCC1	93.3	5.1	98.6	2.1	98.3	102.3	97.0	0.4
COc1ccccc1CNC(=O)CN(C)CC(=O)Nc1ccccc1Br	100.7	4.3	104.3	1.8	90.5	112.6	107.7	12.3
COc1ccc(/C=N/Nc2ncnc3sc(C)c(C)c23)cc1	101.7	-23.4	90.2	-28.4	93.8	115.2	80.5	61.5*
N#Cc1ncc(Cc2ccccc2)nc1C#N	99.2	11.1	96.3	-4.1	114.3	105.8	117.9	0.1
Cc1cc(Br)ccc1OCCN1CC(C)OC(C)C1 (configuration not stated)	98.3	4.6	96.2	-5.8	101.0	105.8	110.5	2.4
CSc1ccccc1NC(=O)C1CC(c2ccccc2Cl)=NO1 (configuration not stated)	100.5	5.4	95.8	5.2	88.6	97.6	104.5	10.6
Cc1ccc(C2(c3noc(CN4C[C@@H](C)O[C@@H](C)C4)n3)CCCC2)cc1	100.7	7.6	101.9	13.8	103.0	113.6	102.3	4.0
O=S(=O)(/N=C(/c1ccccc1)N1CCOCC1)c1ccc(F)cc1	36.6*[may fluoresce violet]	-0.5	?	3.2	79.3[may fluoresce violet]	?	231.5*[may fluoresce violet]	5.3
COCCNC(=S)N(CCc1c(C)[nH]c2ccc(Cl)cc12)Cc1cccnc1	103.1	1.0	103.6	2.0	97.7	100.4	101.2	17.1
COc1ccc(CNC(=O)C(C#N)c2nc3ccccc3nc2N2CCCC2)cc1 (configuration not stated)	97.0	-11.0	100.6	-6.4	103.8	100.2	104.9	4.0
COc1ccc(CC(=O)NCC(=O)N/N=C/c2c[nH]c3ccccc23)cc1	99.5	9.6	108.7	0.3	110.1	99.3	105.9	11.3
Cn1cc(C(=O)N/N=C/c2c(O)ccc3ccccc23)ccc1=O	96.5	-12.0	98.2	4.5	115.4	103.3	93.2	2.2
CCOC(=O)c1cc2c(=O)c3ccccc3oc2nc1C	103.3	2.6	88.0	-4.0	103.6	105.4	112.8	3.7
O=C(COc1ccccc1)N(CCc1ccccc1)c1nc(-c2ccc(F)cc2)cs1	101.3	7.7	109.1	5.7	94.3	108.0	108.8	3.9
CCC(C)[C@H](NC(=O)[C@@H]1Cc2ccccc2CN1)C(=O)Nc1ccc2c(c1)OCO2 (some centres not stated)	98.2	-7.4	101.8	-8.1	95.6	95.8	108.2	11.4
Cc1c(C)n(C(=O)CN2CCN(c3ccccn3)CC2)c2ccccc12	95.2	1.3	94.2	2.5	99.6	92.4	96.5	16.0
OCCC1CN(Cc2ccc(Oc3ncccn3)cc2)CCN1CCc1ccccc1 (configuration not stated)	106.3	5.2	97.3	12.7	89.0	103.5	104.6	9.1
N#Cc1ccccc1S(=O)(=O)N1CCN(Cc2c(O)ccc3ccccc23)CC1	96.9	-28.2	92.3	-14.0	92.0	102.7	99.2	24.4
Cc1ccn2cc(CNS(=O)(=O)c3cccs3)nc2c1	93.8	6.0	97.2	7.6	102.5	100.0	90.0	2.2
CC(OC(=O)CCN=C1NS(=O)(=O)c2ccccc21)C(=O)Nc1ccc(S(N)(=O)=O)cc1 (configuration not stated)	97.8	10.3	97.3	-3.8	89.1	94.5	89.8	1.4
Cc1ccccc1C(=O)NC(CC(C)C)C(=O)Nc1ccc(F)c([N+](=O)[O-])c1 (configuration not stated)	107.3	8.2	107.5	-3.6	107.3	113.7	112.0	6.5
CCCCC(=O)Nc1cc(C(=O)NCCc2ccccc2)ccc1Cl	99.4	-1.7	103.1	3.4	102.0	100.4	107.5	-4.6

Limited to procasp7 counter, AGP1-GFP MLPCN and AHR activator, for some of the entries so far:
SMILES	procasp7 counter	AGP1-GFP MLPCN	AHR activator
CCC(C)[C@H](NC(=O)[C@@H]1Cc2ccccc2CN1)C(=O)Nc1ccc2c(c1)OCO2 (some centres not stated)	-7.4	101.8	11.4
Cc1c(C)n(C(=O)CN2CCN(c3ccccn3)CC2)c2ccccc12	1.3	94.2	16.0

Source: PubChem BioAssay
